Screening data: PubChem BioAssay, National Center for Advancing Translational Sciences (NCATS)
IL-1B inflam inh – qHTS for Inhibitors of Inflammasome Signaling: IL-1-beta AlphaLISA Primary Screen; activity change, % at 57.5 µM; THP-1 LPS/ATP IL-1B secretion, AlphaLISA, 16 h; active compounds read low; hit rate 4.7% among 360,000; in the data active means activity change below about -50%; inconclusive means mostly about -30% to -49%; further: on the % scale 0 is the no-effect control and ±100 the full control effect
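THP-1 cells pretreated 1 hr with compounds (up to 57.5 uM final), then stimulated with LPS (250 ng/mL final) plus ATP (1.25 mM final); secreted IL-1B measured by AlphaLISA after 16 hr, decreased signal indicating inhibition.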
ATXN2 expr inh – Primary qHTS for Inhibitors of ATXN expression; Potency, µM (top dose mostly 57 µM), without a hit: at the highest dose activity change, negative = inhibition, usual class: inhibitors; HEK-293 ATXN2-luciferase reporter, luminescence, 24 h; hit rate 0.72% among 360,000; further: potency means the concentration at half of the fitted maximal effect; on the % scale 0 is the no-effect control and ±100 the full control effect; nearly all actives have a fitted effect of over 55% in size
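qHTS (up to 57 uM final) was run with 24 h compound exposure of reporter cells at 37 °C. Each well was multiplexed: SteadyGlo luminescence measured ATXN2-luciferase expression after a fluorogenic Gly-Phe-AFC viability readout (25 uM final).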
SW480 rereplic – A quantitative high throughput screen for small molecules that induce DNA re-replication in SW480 colon adenocarcinoma cells. hit rate 1.8% among 340,000. Potency, µM (titrated, usually from 46.1 µM), for the others: at the highest dose re-replication activation, hits mostly activators. SW480 DNA re-replication, Hoechst DNA content imaging, 48 h; further: potency means the concentration at half of the fitted maximal effect; % of control where 0% means no effect; nearly all actives have a fitted effect of over 55% in size
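First, 250 cells per well were seeded. Next, compound or vehicle (23 nL) was pinned in, plates sat 48 hr at 37 C. Finally Hoechst was added for 40 min before fluorescence scanning.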
KB-V1 cytotox – qHTS assay for MDR1-selective chemotherapeutics: Primary screen using the drug-selected MDR subline cells KB-V1; KB-V1 MDR cells viability, CellTiter-Glo, 72 h; Potency, µM (doses to about 46.1 µM), inactives show top-dose activity change, negative = cytotoxicity, actives largely listed as cytotoxic; hit rate 3.4% among 400,000; AID 1347076, 2019; further: potency means the concentration at half of the fitted maximal effect; on the % scale 0 is the no-effect control and ±100 the full control effect; nearly all actives have a fitted effect of over 60% in size
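KB-V1 MDR subline cells in DMEM (phenol-red free, 10% FBS) exposed to compounds in qHTS concentration series for 72 h at 37 degrees C. Viability read by CellTiter-Glo luminescence; concentration-effect curves fitted after normalization and correction.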
S2 tox – Viability Counterscreen for Primary qHTS for Inhibitors of ATXN expression; S2 cells (HEK-293 line with an ATXN2-luciferase reporter) viability, CellTiter-Fluor protease fluorescence, 24 h; hit rate 0.49% among 400,000; Potency, µM (series often up to 56.7 µM), hits mostly cytotoxic; further: potency means the concentration at half of the fitted maximal effect; nearly all actives have a fitted effect of over 40% in size
HT1080 IDH1KD tx – qHTS for induction of synthetic lethality in tumor cells producing 2HG: qHTS for the HT-1080-IDH1KD cell line; hit rate 2% among 360,000; Potency, µM (highest dose often 46.1 µM), for inactives: at the highest dose activity, negative = toxicity, actives largely listed as cytotoxic; HT-1080 IDH1 knockdown viability, ATP luminescence, 48 h;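 further: potency means the concentration at half of the fitted maximal effect; 0% = DMSO wells and -100% = cell-free medium wells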
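Knockdown cells (IDH1KD HT-1080) received compounds 2 h after plating at 750 cells/well and were kept 48 h at 37 °C in 5% FBS RPMI. A CellTiter-Glo luminescence read gave % activity for curve fitting.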
MCF10A rereplic – A quantitative high throughput screen for small molecules that induce DNA re-replication in MCF 10a normal breast cells. MCF 10A DNA re-replication, Hoechst nuclear intensity, 48 h. Potency, µM (titrated, usually from 46.1 µM), for inactives: at the highest dose activity, positive = re-replication, usual class: activators. hit rate 2.9% among 350,000. AID 624296, 2012; further: potency means the concentration at half of the fitted maximal effect; % of control where 0% means no effect; nearly all actives have a fitted effect of over 50% in size
KB-3-1 tox – qHTS assay for MDR1-selective chemotherapeutics: Primary screen using the parental adenocarcinoma cell KB-3-1 | KB-3-1 viability, CellTiter-Glo ATP luminescence, 72 h | Potency, µM (doses to about 46.1 µM), for the others: top-dose activity change, negative = cytotoxic, usual class: cytotoxic | hit rate 1.4% among 400,000; further: potency means the concentration at half of the fitted maximal effect; on the % scale 0 is the no-effect control and ±100 the full control effect; nearly all actives have a fitted effect of over 60% in size
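Parental KB-3-1 viability, qHTS format: 72 h compound exposure, 37 °C; CellTiter-Glo; media-only wells and DMSO plates as controls; concentration-effect fits on corrected data.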
HT1080-NT tox – qHTS for induction of synthetic lethality in tumor cells producing 2HG: qHTS for the HT-1080-NT fibrosarcoma cell line; HT-1080-NT fibrosarcoma viability, CellTiter-Glo ATP luminescence, 48 h; hit rate 1.6% among 360,000; Potency, µM (top dose mostly 46.1 µM), for inactives: top-dose activity, negative = less viability, usual class: cytotoxic;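 further: NT is the 2HG producing partner of a matched IDH1 knockdown line; potency means the concentration at half of the fitted maximal effect; 0% = DMSO-treated cells and -100% = media-only wells without cells; nearly all actives have a fitted effect of over 55% in size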
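Luminescent CellTiter-Glo readout after 48 hours of compound exposure at 37 degrees C defined viability of HT-1080-NT cells. Activity was normalized to DMSO wells and cell-free media wells; concentration-response curves were fitted and assigned curve classes.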
* hit, by the source's call; i = inactive; u = inconclusive; x = no result given; [ ] = remark or other dose. Unless noted, the call rests on the fitted dose curve; in most records, active means well fitted curve in the direction sought with a large enough effect; inconclusive means small, poorly fitted or top-dose-only effect, or another doubt; inactive means no such curve, though single readings can be large; an effect the other way counts as inactive or inconclusive.

#1 CC[C@H](C)/C=C(C)/C=C/C1=CC2=CC(=O)[C@]3(C)OC(=O)[C@@H](C(C)=O)[C@@H]3C2=CO1
#2 CCC1=C(OC(=O)N(CC)CC)N2C(=O)OC(=NCCc3c[nH]c4ccccc34)[C@]2(C)[C@H]2C1=CC[C@H]1C(=O)N(CC)C(=O)[C@H]12
#3 COc1ccc(N2C(=O)CC(N(CCc3ccccc3)C(=O)/C=C/C(=O)O)C2=O)cc1 (configuration not stated)
#4 Cc1ccc(NC(=O)c2ccc(Cl)c(NC(=O)c3cccs3)c2)cc1
#5 C/C(CC(=O)NCCN1CCOCC1)=N\NC(=O)c1ccncc1
#6 CCOC(=O)c1nn(-c2ccc(C)c(C)c2)cc1O
#7 COc1cccc(-n2ccnc2SCC(=O)Nc2ccccc2)c1
#8 O=C(CN1C(=O)COc2ccc(S(=O)(=O)Nc3ccccc3)cc21)NCc1ccccc1Cl
#9 CC(Oc1ccccc1)c1nnc(SCC(=O)NC2CC2)n1C (configuration not stated)
#10 Cn1c(=O)cc(Cl)[nH]c1=O

entry no.	1	2	3	4	5	6	7	8	9	10
IL-1B inflam inh	10	5	15	-14	16	15	-15	x	-13	-2
ATXN2 expr inh	-21%	-13%	5%	8%	-16%	56%[activator]	1%	0%	7%	-3%
SW480 rereplic	-4%	1%	4%	29%	-10%	-10%	u	x	-4%	-8%
KB-V1 cytotox	-50%	18%	27%	-20%	0%	-21%	-20%	-1%	2%	-7%
S2 tox	x	i	i	u	u	i	i	u	i	i
HT1080 IDH1KD tx	u	14%	18%	u	11%	19%	4%	x	5%	16%
MCF10A rereplic	u	11%	4%	-16%	0%	-4%	u	x	-16%	-3%
KB-3-1 tox	-27%	36%	4%	-26%	0%	4%	-7%	-15%	11%	-2%
HT1080-NT tox	-7%	16%	20%	u	12%	16%	8%	x	19%	16%

Four records drawn at random from the list so far, as already listed:
#1 CC[C@H](C)/C=C(C)/C=C/C1=CC2=CC(=O)[C@]3(C)OC(=O)[C@@H](C(C)=O)[C@@H]3C2=CO1
#3 COc1ccc(N2C(=O)CC(N(CCc3ccccc3)C(=O)/C=C/C(=O)O)C2=O)cc1 (configuration not stated)
#7 COc1cccc(-n2ccnc2SCC(=O)Nc2ccccc2)c1
#2 CCC1=C(OC(=O)N(CC)CC)N2C(=O)OC(=NCCc3c[nH]c4ccccc34)[C@]2(C)[C@H]2C1=CC[C@H]1C(=O)N(CC)C(=O)[C@H]12

entry no.	1	3	7	2
IL-1B inflam inh	10	15	-15	5
ATXN2 expr inh	-21%	5%	1%	-13%
SW480 rereplic	-4%	4%	u	1%
KB-V1 cytotox	-50%	27%	-20%	18%
S2 tox	x	i	i	i
HT1080 IDH1KD tx	u	18%	4%	14%
MCF10A rereplic	u	4%	u	11%
KB-3-1 tox	-27%	4%	-7%	36%
HT1080-NT tox	-7%	20%	8%	16%

(listing goes on)
#11 CCC1C(=O)NCCN1C(=O)c1cccc(OC2CCN(S(=O)(=O)N(C)C)CC2)c1 (configuration not stated)
#12 COc1cc(OC)c(OC)cc1CNCCNC(=O)c1nonc1N
#13 COc1ccc(/C(O)=C2/C(=O)C(=O)N(CCN(C)C)C2c2ccc(OC)c(OC)c2)c(C)c1 (configuration not stated)
#14 CCC[C@@H]1C[C@@H](C(=O)N[C@@H](C2O[C@H](SC)[C@H](O)[C@@H](O)[C@H]2O)[C@H](C)Cl)N(C)C1 (some centres not stated)
#15 O=C(COC(=O)c1ccccc1NCCO)NCC1CCCCC1
#16 Oc1ccccc1N1CCN(C(=S)Nc2ccc(SC(F)F)cc2)CC1
#17 Cc1cc(C)cc(NC(=O)Nc2cc(S(=O)(=O)N(C)C)ccc2C)c1
#18 Cc1cc(C)c2c(c1)-c1c(ssc1=S)C(C)(C)N2C(=O)CN1C(=O)c2ccccc2C1=O
#19 COc1ccccc1Nc1cc(C(=O)NCc2cccs2)c2ccccc2n1
#20 Cc1ccc(-c2nnn(CC(=O)N(c3ccccc3)C(C(=O)NC3CCCC3)c3ccco3)n2)o1 (configuration not stated)

entry no.	11	12	13	14	15	16	17	18	19	20
IL-1B inflam inh	5	13	2	12	0	0	-23	-3	x	-4
ATXN2 expr inh	12%	-8%	-3%	-6%	39%[activator]	-8%	-5%	-11%	0%	-9%
SW480 rereplic	18%	-4%	-8%	0%	-4%	18%	-26%	4%	x	4%
KB-V1 cytotox	0%	-3%	3%	8%	u	-23%	0%	u	u	16%
S2 tox	i	i	i	i	i	i	i	i	u	i
HT1080 IDH1KD tx	14%	-4%	4%	2%	3%	-9%	-19%	-2%	x	-6%
MCF10A rereplic	1%	2%	-9%	-2%	10%	21%	0%	6%	x	0%
KB-3-1 tox	20%	-1%	-3%	0%	7%	-10%	-9%	-5%	-22%	-1%
HT1080-NT tox	20%	-18%	6%	20%	2%[9.24 µM]	-7%	-15%	-2%	x	3%

#21 Brc1ccc(-n2cc(-c3ccccc3)c3c(NN4CCOCC4)ncnc32)cc1
#22 CCOc1ccc(CCNC(=O)Cn2cccc2C(=O)c2ccccc2)cc1OCC
#23 COc1ccc2oc(C(=O)NCCC(C)C)c(C)c2c1
#24 Cc1cc(C(=O)NC2CCN(Cc3ccccc3)CC2)n[nH]1
#25 CN(Cc1cccc([N+](=O)[O-])c1)Cc1cccc2ccccc12
#26 CC(C)Nc1nc2c(c(=O)n(C)c(=O)n2C)n1C
#27 C=CCNCCOCCSc1ccc(Cl)cc1
#28 CCOC(=O)c1ccc(NC(=O)c2ccc(CN3CCOCC3)cc2)cc1
#29 Cc1ccccc1NC(=S)N(C)C1(c2ccccc2Cl)CCCCC1=O (configuration not stated)
#30 Cc1n[nH]c(=O)nc1N1CCN(c2ccccc2)CC1

entry no.	21	22	23	24	25	26	27	28	29	30
IL-1B inflam inh	6	13	-8	-9	-11	-11	u	-9	1	-16
ATXN2 expr inh	-30%	-12%	42%[activator]	x	6%	x	-12%	-34%	-7%	-13%
SW480 rereplic	-1%	-1%	2%	-4%	6%	20%	0%	-5%	1%	-2%
KB-V1 cytotox	-28%	-19%	4%	6%	-30%	-17%	-18%	-12%	-18%	0%
S2 tox	i	i	i	i	i	i	i	i	i	i
HT1080 IDH1KD tx	-5%	-1%	13%	2%	1%	3%	-10%	u	-15%	11%
MCF10A rereplic	u	1%	7%	-3%	8%	16%	11%	0%	16%	0%
KB-3-1 tox	u	3%	0%	-1%	-4%	0%	2%	-24%	-16%	11%
HT1080-NT tox	2%	6%	-1%	1%	2%	0%	-1%	-6%	-11%	15%

#31 O=C(CSc1cccc[n+]1[O-])NC(=O)c1ccc(OC(F)F)cc1
#32 Cn1nnnc1SCc1ccc(C(=O)Nc2ccc(Br)cc2)cc1
#33 Cn1c(=O)[nH]c(=O)c2c1nc(Br)n2CC(O)c1ccccc1 (configuration not stated)
#34 CCOc1ccc(-n2c(Cc3cc(=O)[nH]c(=O)[nH]3)nnc2SC(C)C)cc1
#35 O=C(O)CCCCCCCCCC[n+]1ccccc1
#36 CC(C)CC1C(C#N)=C(N)Oc2n[nH]c(-c3cccs3)c21 (configuration not stated)
#37 N=C1C(c2ccccc2)=C(O)CN1NC(=O)c1ccccc1
#38 CC1(C)OC(=O)N(CCC(=O)Nc2cccc(F)c2)C1(C)O (configuration not stated)
#39 COc1cccc(CN(C)C(=O)CCC(=O)c2cc(Br)ccc2OC)c1
#40 CSCCC(NC(=O)c1ccccc1C)C(=O)O (configuration not stated)

entry no.	31	32	33	34	35	36	37	38	39	40
IL-1B inflam inh	25	-1	37	-15	-6	-15	-4	14	-4	-3
ATXN2 expr inh	-11%	44%[activator]	-3%	8%	-11%	-10%	x	-13%	-5%	11%
SW480 rereplic	2%	-6%	0%	-3%	-16%	-6%	-1%	7%[1.84 µM]	-10%	-9%
KB-V1 cytotox	-2%	-2%	-3%	u	-4%	0%	1%	-4%	u	0%
S2 tox	i	i	i	i	i	i	i	i	i	u
HT1080 IDH1KD tx	-4%	-3%	4%[9.24 µM]	18%	9%	1%	3%	17%	3%	9%
MCF10A rereplic	6%	-3%	7%	-180%[0.0737 µM]	1%	-2%	1%	-29%	10%	-2%
KB-3-1 tox	-8%	-15%	4%	2%	1%	0%	2%	-10%	10%	9%
HT1080-NT tox	-1%	-10%	2%	4%	7%	-4%	-6%	16%	4%	12%

#41 CN(CC(=O)Nc1cccc(F)c1)C(=O)c1cc([N+](=O)[O-])ccc1N1CCCCC1
#42 CC(C)(C)c1ccc(-c2ccc3c(c2)S(=O)(=O)c2ccccc2C3=O)cc1
#43 CN(C)CCC1c2ccc(Cl)cc2CCc2cccnc21 (configuration not stated) (tested in a mixture with another compound)
#44 CC1(C(=O)O)COC(c2ccc(Cl)cc2)OC1 (configuration not stated)
#45 C=C(C)Cn1c(=O)c2c(nc3n2CCCN3Cc2ccccc2)n(C)c1=O
#46 COCCn1c(SC(C)C(=O)NC2CCCCC2C)nc2ccccc2c1=O (configuration not stated)
#47 CCOC(=O)C1CCC(C(=O)OCC)N1c1ccc(C=O)cc1 (configuration not stated)

entry no.	41	42	43	44	45	46	47
IL-1B inflam inh	15	16	-75*	13	10	7	-2
ATXN2 expr inh	6%	8%	0%	1%	-15%	-10%	x
SW480 rereplic	-5%	4%[9.22 µM]	6%	u	u	0%	x
KB-V1 cytotox	-3%	0%	u	28%	u	-22%	2%
S2 tox	i	i	i	i	i	i	i
HT1080 IDH1KD tx	0%	-1%	-13%	22%	-4%	-4%	-7%
MCF10A rereplic	-1%	-17%	u	-1%	7%	-1%	x
KB-3-1 tox	2%	-5%	u	15%	-3%	0%	7%
HT1080-NT tox	1%	2%	-17%	25%	2%	0%	-4%
